Source: PubChem BioAssay (several laboratories)
SRC3 inh: SRC3 coactivator transcriptional activity inhibitors, primary screen, cell-based, luminescence | Nuclear receptor coactivator 3 (Homo sapiens), Q9Y6Q9 | HEK293 GAL4-SRC3 luciferase reporter | inhibition, % at 3.6 µM | 360,000 compounds, 0.17% hits;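 active = inhibition above a per-campaign cutoff, the mean of all compounds plus 3 SD, cut at about 60% in these data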;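 also: 0% = DMSO-treated cells and 100% = gossypol-treated cells at 36 µM; higher means less SRC3-driven luciferase light from the GAL4 reporter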
TWEAK-Fn14 inh: inhibitors of TWEAK-Fn14 signaling, primary screen, luciferase reporter cells, uHTS | inhibition, % at 10 µM | TWEAK-stimulated Fn14 reporter cells, luciferase luminescence, 8 h | 360,000 compounds, 2% hits; in the data active = inhibition above about 50%
TROY signal inh: inhibitors of TROY-driven NF-kB signaling, primary screen, Q293 LMP1-TROYcd cells, NF-kB luciferase, uHTS; AID 1347056, 2019; Q293 LMP1-TROYcd NF-kB luciferase reporter, 4 h; 360,000 compounds, 0.98% hits; inhibition, % at 10 µM;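 active = compounds whose plate-normalised and pattern-corrected inhibition of the luciferase reporter signal at the single screening dose is 50% or more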
NCOA1 inh: SRC1 coactivator transcriptional activity inhibitors, primary screen, cell-based, luminescence; Nuclear receptor coactivator 1 (Homo sapiens), Q15788; HEK293 GAL4-SRC1 luciferase reporter; inhibition, % at 3.6 µM; 360,000 compounds, 0.12% hits; AID 588354, 2011;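 active = inhibition above the campaign mean plus 3 SD, with each screening campaign given its own cutoff, cut at about 60% in these data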;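 also: 0% = DMSO treated cells and 100% = gossypol at 36 µM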
COUP-TFII inh: NR2F2 transcriptional activity inhibitors, primary screen, cell-based, luciferase reporter, HEK293T, luminescence. COUP transcription factor 2 (Homo sapiens), P24468. HEK293T NGFI-A luciferase reporter. inhibition, % at 8.6 µM. 370,000 compounds, 0.7% hits;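 active = inhibition above a per-plate cutoff, mean inhibition of test wells between control levels plus 3 SD, cut at about 38% in these data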;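 also: cells cotransfected with COUP-TFII expression vector driving the NGFI-A reporter; 0% = median of COUP-TF2 test wells and 100% = reporter-only cells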
LRH-1 inv ag: LRH-1 (NR5A2) inverse agonists, primary screen, cell-based, luminescence, HEK293T, StAR-luciferase reporter. Nuclear receptor subfamily 5 group A member 2 (Homo sapiens), O00482. LRH-1 transfected, 24 h. inhibition, % at 3.6 µM. 360,000 compounds, 0.13% hits. AID 602396, 2012;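 active = inhibition above the mean inhibition of all tested compounds plus 3 SD, cut at about 73% in these data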;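 also: 0% = DMSO wells and 100% = reporter-only cells lacking LRH-1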
KKLEB cytotox: cytotoxicity in KKLEB CF airway cells, primary screen, cytotoxicity control for CF NF-kB inhibitor project, cell-based, uHTS, fluorescence assay plates. KKLEB CF airway cells viability, ATPlite luminescence, overnight; hits give low values; cells stimulated with P. aeruginosa culture filtrate. activity change (cytotoxicity), % at 5 µM. 360,000 compounds, 0.36% hits;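 active = corrected activity change at or below -50% at 5 µM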
C8 TRAIL sens: viability loss with TRAIL in NB7+C8 cells, primary screen, TRAIL sensitizer project, cell-based, ATPlite luminescence; inhibition (viability loss, TRAIL sensitization), % at 10 µM; 360,000 compounds, 1% hits;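 active = compounds causing at least 50% loss of cell viability in the single-dose screen, relative to plate controls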
CF NFkB inh: inhibitors of PAF-induced NF-kB signaling, primary screen, cell-based, GFP fluorescence, uHTS. KKLEB NF-kB-GFP reporter, GFP fluorescence overnight. inhibition, % at 5 µM. 360,000 compounds, 0.86% hits. AID 588850, 2011;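 active = at least 50% inhibition at 5 µM, scaled per plate between neutral and stimulator controls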;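 also: PAF is a Pseudomonas aeruginosa culture filtrate used as stimulus; plate controls were PAF-stimulated DMSO wells for no effect and unstimulated DMSO wells for full effect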
Shn3 inh set2: reduction of Shn3 3'UTR firefly luciferase signal, primary screen, Schnurri-3 inhibitor project, cell-based, Clone20 osteoblasts, set 2. Clone20 osteoblast Shn3 3'UTR firefly luciferase, 24 h. inhibition, % at 12.5 µM. 360,000 compounds, 0.52% hits;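 active = mean inhibition of at least 75% with every replicate also reaching 75%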;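 also: 0% = median of neutral control wells and 100% = pilot-screen positive control compound; some compounds past the cut are filed as inactive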
EBV LMP1 NFkB: EBV LMP1-driven NF-kappaB luciferase reporter inhibitors, primary screen, cell-based, luminescence, single point; LMP1-induced NF-kappaB luciferase reporter cells; inhibition, % at 12.5 µM; 350,000 compounds, 0.69% hits; AID 504558, 2011; in the data active = inhibition above about 41%;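 also: 0% = neutral control wells and 100% = reference inhibitor control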
* marks the source's active call; other numbers are inactive results; . = not tested or not shown. Some of the compounds tested. The share of hits here may be higher or lower than overall.

Values run as follows: SRC3 inh, TWEAK-Fn14 inh, TROY signal inh, NCOA1 inh, COUP-TFII inh, LRH-1 inv ag, KKLEB cytotox, C8 TRAIL sens, CF NFkB inh, Shn3 inh set2, EBV LMP1 NFkB
[1] COc1ccc(N(C(=O)COc2ccccc2)C2C=CS(=O)(=O)C2)c(OC)c1 (stereo unspecified)
  6.9, 12.6, -1.1, 5.3, 13.4, -1.2, 7.4, -13.1, 1.9, 2.7, 0.4
[2] O=C(NN=Cc1c(F)cccc1F)c1ccccc1NS(=O)(=O)c1cccs1
  8.9, -14.9, -2.7, -20.9, -12.8, -16.1, 13.6, -15.5, -0.6, -6.1, 1.5
[3] CC1CC(C)CN(C(=O)COC(=O)c2ccc3ncsc3c2)C1 (stereo unspecified)
  5.1, 0.8, -8.8, 5.0, 9.1, -3.2, 10.1, -13.1, -6.1, 10.9, -4.4
[4] COc1cc(SC)ccc1C(=O)OC(C)C(=O)Nc1ccc(NC(C)=O)cc1 (stereo unspecified)
  -0.4, -19.6, -3.9, 19.9, -11.3, 3.6, -13.1, -3.6, -14.2, 4.1, 11.4
[5] COc1ccc(C(=O)NCC(=O)OCC(=O)N2CCC(C)CC2)cc1OC
  20.7, 13.2, -10.8, -4.7, 2.9, 15.2, -0.2, -7.7, -15.7, -0.6, -1.1
[6] CC1(c2ccccc2)NC(=O)N(CC(=O)Nc2cccc(C#N)c2)C1=O (stereo unspecified)
  -6.5, 3.5, 3.2, -7.0, 6.8, -6.5, -6.4, -9.3, 12.3, 13.5, -5.5
[7] O=C(c1ccco1)N1CCC(c2ccccc2)C1 (stereo unspecified)
  -67.8, -21.8, -79.5, -54.7, -30.2, -51.4, -4.8, -5.8, -9.6, -39.5, -21.1
[8] S=C(Nc1ccc(Br)cc1)NC1CCCC1
  -22.6, -13.5, -21.5, -30.8, -0.8, -57.4, 4.2, 4.5, -3.8, -45.2, -11.5
[9] Cc1ccnc(OC(C(=O)O)C(OCc2ccccc2)(c2ccc(F)cc2)c2ccc(F)cc2)n1 (stereo unspecified)
  -3.3, 29.7, 8.3, -0.9, 5.0, -8.1, 15.6, 0.5, 3.3, 1.4, -0.2
[10] CCCOc1ccc(C(=O)Nc2cc(-c3nn4c(C)nnc4s3)ccc2C)cc1
  -1.6, -19.7, 4.2, 1.4, -0.3, 6.2, 12.1, -0.5, -26.5, 12.0, 6.9
[11] Cn1nc(C(C)(C)C)cc1C(=O)N1CCCCC1c1cc(C(=O)Nc2ccccc2Cl)no1 (stereo unspecified)
  10.2, 11.0, 24.3, 7.1, 47.7*, 12.9, -9.8, 10.9, 25.6, 75.0, .
[12] C[C@H](O)C#Cc1cnc2c(c1)C(=O)N([C@H](C)CO)C[C@@H](C)[C@@H](CN(C)Cc1ccc(-c3ccccc3)cc1)O2
  12.7, 40.1, -16.5, -7.9, -47.7, 12.3, -5.4, -3.7, 6.0, -18.9, -7.6
[13] COc1ccccc1CNC(=O)C1CCN(S(=O)(=O)c2ccc3c(c2)OCCCO3)CC1
  5.7, 3.1, 3.3, -15.7, -16.7, -2.8, 14.4, -6.6, -4.5, -5.2, 3.4
[14] COCCNC(=O)C(c1ccc(C)o1)N(C(=O)c1snc(C(N)=O)c1N)c1ccc(C)cc1 (stereo unspecified)
  -7.2, 18.2, -0.6, 12.8, -0.6, 22.1, 0.0, -1.4, 1.4, 8.1, 0.6
[15] CCc1ccc2nc(-c3cccc(C)c3)nc(SCC(=O)NCC3CCCO3)c2c1 (stereo unspecified)
  4.3, -17.1, -23.5, 4.0, 2.2, 17.4, -10.1, -8.6, 15.7, -9.4, -8.8
[16] O=C(c1ccco1)N1CCN(S(=O)(=O)c2ccc(F)cc2)CC1
  1.2, 0.5, -20.4, -3.5, -7.4, -0.1, 4.4, -2.4, -1.6, 5.2, 3.5
[17] COc1ccccc1OCCNC1CCCC1
  3.8, 6.3, 34.8, 1.1, -1.8, -2.9, 5.3, -16.4, -16.3, -7.0, -3.0
[18] COc1cc(OC)c(NC(=O)CCNC(=O)Cn2ccc3ccccc3c2=O)cc1Cl
  -5.6, 1.6, -2.3, -11.6, 7.2, -0.3, -7.3, 3.6, -4.2, 10.8, 4.4
[19] Cc1cc2ccccc2c(=O)n1CC(=O)N(C)c1ccc(F)cc1
  11.4, 3.9, -10.6, -34.0, 8.1, 1.6, 4.2, -2.4, 0.1, -4.0, -6.2
[20] OCCCc1ccc(O)c(O)c1
  6.5, -16.1, 18.5, -6.7, 8.2, -18.8, 8.1, 2.1, 13.3, -5.0, -4.9
[21] Cc1cccc(N2CCN(C(=O)c3ccccc3NC(=O)C3CCCCC3C(=O)O)CC2)c1 (stereo unspecified)
  2.4, 5.1, 7.6, -5.0, 1.6, 6.8, 1.5, 2.0, 4.4, 9.0, -9.3
[22] O=C(N/N=C/c1ccc(O)c(O)c1)c1ccc(CSc2cccc3cccnc23)cc1
  -12.6, -28.9, -30.4, 0.6, -9.6, 1.2, 8.5, 17.1, -6.6, 10.6, -0.2
[23] O=C1CCC(=O)N1CC1CC2CCC1C2 (stereo unspecified)
  11.7, -4.9, -2.5, 2.3, 11.0, 0.4, 7.0, -23.5, 8.3, -8.8, 0.3
[24] CCOC(=O)c1cc(CC)sc1NC(=O)CN1CCN(C(=O)C2CCCO2)CC1 (stereo unspecified)
  25.4, 0.3, -2.0, 7.8, 8.9, 0.5, 5.6, 3.0, -4.3, 17.6, 0.9
[25] CC(C)OC(=O)C(NC(=O)c1ccccc1)=C1CCCCC1
  -3.5, 4.2, 11.0, 0.9, -2.6, -18.9, 2.8, -0.3, -13.5, 11.8, 4.1
[26] CCOCCCNC(=O)CN(Cc1ccc(Cl)cc1)S(C)(=O)=O
  7.8, -19.8, -23.9, -17.3, -5.0, -1.9, 6.0, -0.6, -1.3, -3.3, -0.6
[27] CC(=O)c1cccc(NCC(=O)c2ccc(C)c([N+](=O)[O-])c2)c1
  -11.1, 4.0, -19.7, -10.2, -12.0, -13.6, 2.1, 4.5, 7.1, 7.1, 0.3
[28] Cc1ccc(NC2CCCN(C(=O)CSc3ccccn3)C2)cc1C (stereo unspecified)
  -13.9, 7.3, 15.2, -4.5, -2.1, 15.7, 12.0, -7.9, -24.8, 4.6, -3.5
[29] NC(=O)N/N=C/c1ccc(-c2ccc(S(=O)(=O)Nc3ncccn3)cc2)o1
  5.5, -0.5, -9.4, -3.4, 8.8, 10.8, 2.5, -23.6, 1.6, -13.3, -12.6
[30] S=C1SCN(Cc2ccccn2)CN1Cc1ccco1
  0.4, -2.9, 4.6, 26.1, 2.9, -0.5, 11.2, -12.5, -3.9, 2.4, 25.4
[31] CN(C)C(=O)CSc1n[nH]c(-c2ccco2)n1
  8.5, -8.2, 3.6, 5.4, 8.0, 6.3, 19.0, 0.1, -8.6, -7.4, -4.3
[32] O=C(O)Cn1c2ccccc2c2n[nH]c(=S)nc21
  -14.0, -6.9, -4.5, 21.1, -6.2, 0.2, -7.1, 0.9, 14.8, -1.4, -10.8
[33] CC1CCCN(c2ccc(C(=O)NCc3ccccc3)cn2)C1 (stereo unspecified)
  -30.5, -40.8, -41.0, -17.8, -8.2, -26.7, -1.1, -2.9, 9.1, -32.1, -40.9
[34] CCN1C(=O)[C@H]2[C@@H](c3ccc(-c4ccc(Cl)c(Cl)c4)cc3)N[C@@](C)(C(=O)OC)[C@H]2C1=O
  -0.8, 4.9, 14.9, 3.5, -0.4, 14.2, -17.8, 6.7, 31.3, 3.8, 7.7
[35] CC(NC(=O)NC1CCCCC1)c1ccccc1 (stereo unspecified)
  -0.1, 3.7, 9.2, 4.4, 6.9, 15.8, 6.4, -3.1, 0.8, -3.5, 1.8
[36] CCN(CC)CCn1c(SCC(=O)Nc2cccc(OC)c2)nc2c(sc3ccccc32)c1=O
  -2.4, -22.5, -28.3, 3.5, -7.7, -4.4, -13.2, -7.5, 21.6, -4.2, 5.4
[37] CCCCN(CCCNC(=O)Cn1ncc2ccsc2c1=O)Cc1ccccc1
  10.5, -0.2, 15.3, -10.0, -1.5, 11.2, 2.2, -6.5, -3.4, -5.3, 2.4
[38] CCOc1ccccc1C(=O)Nc1ccc2c(c1)C(=O)NC2=O
  -1.1, -7.2, -6.9, -6.3, -17.6, -1.4, 5.7, 5.4, -8.6, -3.4, 5.2
[39] Cc1cc(Nc2ccc(C)c(Br)c2)n2nc(C)nc2n1
  6.4, 11.9, 13.1, -19.6, 0.8, -9.3, -1.4, -9.1, 20.5, -0.8, -7.2
[40] Cc1ccc(C(=O)Nc2ccc3c(c2)CCC3)cc1S(=O)(=O)N1CCOCC1
  -88.6, -15.7, -51.8, -85.2, -22.7, -137.1, -10.4, 3.6, 7.4, -51.4, -11.4
[41] O=C(COC(=O)c1ccc2c(c1)C(=O)N(Cc1ccco1)C2=O)NCC(F)(F)F
  0.3, 22.7, 15.9, 2.6, 20.1, 3.8, -2.6, -7.0, 2.4, -11.2, -1.3

Structures shown so far that contain bromine:
Values run as follows: SRC3 inh, TWEAK-Fn14 inh, TROY signal inh, NCOA1 inh, COUP-TFII inh, LRH-1 inv ag, KKLEB cytotox, C8 TRAIL sens, CF NFkB inh, Shn3 inh set2, EBV LMP1 NFkB
[8] S=C(Nc1ccc(Br)cc1)NC1CCCC1
  -22.6, -13.5, -21.5, -30.8, -0.8, -57.4, 4.2, 4.5, -3.8, -45.2, -11.5
[39] Cc1cc(Nc2ccc(C)c(Br)c2)n2nc(C)nc2n1
  6.4, 11.9, 13.1, -19.6, 0.8, -9.3, -1.4, -9.1, 20.5, -0.8, -7.2
